High-throughput results deposited in PubChem by The Scripps Research Institute Molecular Screening Center.
SRC1 TRFRET art: TR-FRET detection interference compounds, primary screen, artefact control for PPARgamma SRC-1 recruitment agonists, biochemical, TR-FRET emission ratio | TR-FRET ratio at 8 µM | TR-FRET detection artefact counter-screen; hits give high values | 0.34% of 99,000 active | AID 1051, 2008; in the data active means TR-FRET ratio above about 2300; further: inactives centre near 1800
SRC3 TRFRET art: TR-FRET detection interference compounds, artefact control for PPARgamma SRC-3 recruitment agonists, biochemical, TR-FRET ratio; 0.39% of 99,000 active; AID 1048, 2008; TR-FRET artefact counter-screen, PPARgamma/SRC-3 format; hits give high values; TR-FRET ratio at 8 µM; in the data active means TR-FRET ratio above about 2000; further: inactives centre near 1600
The depositor's hits bear a star. An excerpt, so the mix of outcomes need not match the whole.

compound	SRC1 TRFRET art	SRC3 TRFRET art
O=C(CC1CCCCC1)Nc1ccccc1-c1ccccc1	1795	1489
CCN(CC)CCCOC(=O)C(c1ccccc1)c1ccccc1	1804	1641
CCS(=O)(=O)c1ccc2oc(SCC(=O)Nc3ccc(OC)cc3)nc2c1	1653	1535
COc1ccc(CCNC(=S)N2CCC(Cc3ccccc3)CC2)cc1OC	1562	1780
O=C(CCSCc1cccc(Cl)c1)NCCc1ccccc1	1842	1465
O=C(NCC1CCCO1)c1cc2c(s1)CS(=O)(=O)C2 (stereo unspecified)	1829	1548
CN(C)C(=S)SCC(=O)NC(=O)NC(C)(C)C	1717	1505
CSc1nc(SC)c2c3c(oc2n1)COC(C)(C)C3	1898	1496
CCc1ccccc1NC(=O)CSc1nc2n[nH]c(C)c2c(=N)n1-c1ccc(OC)cc1	1812	1852
Cc1ccc(/C=C/C(=O)NCCCN2CCN(CCCNC(=O)/C=C/c3ccc(C)o3)CC2)o1	2011	1319
CC(=O)c1cc(-c2ccccc2)n(CC(=O)NC2CCCCC2)c1C	1704	1728
CCCOc1ccc(N2C(=O)CC(N(Cc3ccco3)C(C)=O)C2=O)cc1 (stereo unspecified)	1878	1595
CCOc1cc(N2CCOCC2)c(OCC)cc1NC(C)C(=O)N1CCN(CC)CC1 (stereo unspecified)	1782	1622
Cc1ccc([N+](=O)[O-])cc1S(=O)(=O)N1CCNCC1	1647	1729
COc1ccc(NC(=O)Nc2sc(=S)n(C)c2C)cc1	1869	1576
O=C(c1ccccc1)N1CCCCC(Cl)C1=O (stereo unspecified)	1499	1491
CCCNC(=O)C12CCC(C)(c3nc4cc(C)c(C)cc4nc31)C2(C)C (stereo unspecified)	1561	1580
CC(=O)Nc1ccccc1Oc1ccccc1	1498	1563
CC(C)c1ccc(NC(=O)Cc2cn(C)c3ccccc23)cc1	1667	1530
Cc1cccc(NC(=O)COC(=O)Cc2c[nH]c3ccccc23)c1C	1580	1352
OCCCc1ccc(O)c(O)c1	1792	1385
O=C(CN1CCOCC1)N1N=C(c2cccs2)CC1c1cccs1 (stereo unspecified)	1791	1644
CCO[C@@H]1OC(C(=O)N2CCN(Cc3ccc4c(c3)OCO4)CC2)=C[C@H](c2coc3ccccc3c2=O)[C@H]1CCCO	1521	1545
COc1cc(C(=S)N2CCOCC2)cc(OC)c1OC(=O)Cc1ccc(F)cc1	1813	1691
CCCNC(=O)COC(=O)c1ccc(S(=O)(=O)N2CCCC2)cc1	1881	1399

Following part:
compound	SRC1 TRFRET art	SRC3 TRFRET art
O=C(NC1CCN(Cc2ccccc2)C1)c1cc(COc2ccc(F)cc2F)on1 (stereo unspecified)	1888	1453
COC(=O)CSc1nc(NCc2ccccc2)nc(N(C)C)n1	1769	1531
CC(C)CCSc1nc2[nH]ncc2c(=O)[nH]1	1692	1575
COC(=O)C1CCN(Cc2cn(Cc3ccccc3)nc2-c2cc3ccccc3o2)CC1	1802	1564
O=C(O)c1cc(C(=O)C2CC2)c[nH]1	1778	1576
COC(=O)/C(=C/c1ccc(OC)cc1)NC(=O)c1ccco1	1532	1470
COc1ccc(CCC(=O)NCCCNC(=O)CCc2ccc(OC)cc2)cc1	1709	1697
O=C1CC(c2ccccc2)CC(=O)C1Sc1ccc(Cl)cc1 (stereo unspecified)	2036	1614
CCc1ccc(C(=O)/C=C2\Sc3ccccc3NC2=O)cc1	1991	1580
Cn1c(SCCC#N)nnc1-c1ccccc1F	1850	1503
O=C(COc1ccc([N+](=O)[O-])cc1)NNC(=S)NC(=O)c1ccc(Br)cc1	1792	1641
O=C(NCc1ccccc1)C1CCN(C(=O)NCc2ccccc2)CC1	1915	1930
COc1cccc(CNC(=O)CCC2CCCN(C(=O)CCn3cncn3)C2)c1 (stereo unspecified)	1792	1389
CCCCC(=O)Nc1ncc([N+](=O)[O-])s1	1994	1733
O=C(NCC1CCCO1)C(c1ccc(F)cc1)N(Cc1ccc2c(c1)OCO2)C(=O)c1ccc(CN2CCOCC2)o1 (stereo unspecified)	1517	1541
CCOC(=O)c1cc(-c2ccc(N3CCOCC3)cc2)nn1-c1ccccc1	1810	1403
C/C(N)=C(/C#N)C(=O)CSc1nc2scc(-c3ccccc3)c2c(=O)n1C	1971	1439
O=C(O)/C(=C/c1cccnc1)NC(=O)c1ccccc1	1635	1538
O=C(c1ccc(Br)cc1)N1CCCC(c2nc(-c3cccs3)no2)C1 (stereo unspecified)	1780	1557
CN1CCN(S(=O)(=O)c2cccc(C(=O)Nc3sc4c(c3C(N)=O)CCCC4)c2)CC1	1978	1516
C=CCc1c(C)nc(-c2ccccc2)nc1Nc1ccc(O)cc1	1823	1648
CCN(CC)CCNC(=O)c1cccc(NC(=O)C(=O)c2cc(Br)ccc2NC(C)=O)c1	1811	1473
CC12CCCc3c(O)cc(=O)n(c31)-c1ccccc12 (stereo unspecified)	1686	1659
O=C1NC(c2ccc(Br)cc2)=N/C1=C/c1ccco1	1531	1300
CC(OC(=O)c1ccc(F)cc1)C(=O)Nc1nc(-c2cccc([N+](=O)[O-])c2)cs1 (stereo unspecified)	1709	1599

Later entries
mol | SRC1 TRFRET art | SRC3 TRFRET art
Cc1ccc2[nH]c(=O)c(CN(CC3CCCO3)C(=S)NCc3ccco3)cc2c1 (stereo unspecified) | 1767 | 1469
CCOc1cccc2sc(N(CCN(CC)CC)C(=O)c3ccc(S(=O)(=O)N4CCCCC4)cc3)nc12 | 2060 | 1618
CC1S/C(=N/N=C2CCCCC2)NC1=O (stereo unspecified) | 1815 | 1547
Cc1ccc(-c2c[n+](CC(=O)Nc3nc(-c4ccc(F)cc4)cs3)c3n2CCC3)cc1 | 1959 | 1527
CN1/C(=C\C(=O)C[n+]2ccc3ccccc3c2)C(C)(C)c2ccccc21 | 1610 | 1522
COc1ccc(CCNC(=O)[C@@H](NC(N)=O)C(C)C)cc1 | 1666 | 1319
Cn1ccnc1SCCNC(=O)CCc1nnc(CCc2ccccc2)o1 | 1690 | 1663
O=C(NCc1ccccc1)C1=C[C@H](C2CC2)C[C@H](OCCCCO)O1 | 2033 | 1600
CCOC(=O)NC(NCc1cccc(C(F)(F)F)c1)(C(F)(F)F)C(F)(F)F | 1502 | 1483
Cc1ccc(Oc2nc(CN3CCOCC3)nc3sc4c(c23)CCC(C)C4)cc1 (stereo unspecified) | 1772 | 1668
Cc1nc(CSc2ccccc2)cc(=O)[nH]1 | 1580 | 1628
Cn1c(N)c(C(=O)NCc2ccccc2)sc1=S | 1753 | 1467
Cn1c(SCC(=O)NNC(=O)c2ccc(Br)cc2)nnc1-c1cccnc1 | 1886 | 1676
CCc1cccc(CC)c1NC(=O)COC(=O)c1ccccc1-c1nc2ccccc2s1 | 1743 | 1418
Cc1ccccc1CNC1CCCCC1 | 1696 | 1517
CC(C)(C)c1ccc(NC(=O)COC(=O)CCc2nc3ccccc3c(=O)[nH]2)cc1 | 1499 | 1557
COC(=O)c1nnn(-c2nonc2N)c1COc1ccc(C=O)cc1OC | 1530 | 1539
Cc1nc2c3ccccc3nc(NNC(=O)CCC(=O)NCCC(C)C)n2n1 | 1684 | 1514
CN1CCN(NC(=O)c2cn(-c3ccccc3)nc2-c2cccs2)CC1 | 1720 | 1532
Cc1ccc(C(=O)NN2C(=O)C3C4c5ccccc5C(c5ccccc54)C3C2=O)cc1 (stereo unspecified) | 1931 | 1710
Cc1ccc(NC(=O)N2CCCC2C(=O)NCC2CCCO2)cc1 (stereo unspecified) | 1979 | 1772
Cc1cccn2c(=O)c3cc(C(=O)N4COCC4(C)C)sc3nc12 | 1950 | 1653
Cc1ccnc2nc(C(=O)OCC(=O)N3CCc4ccccc43)nn12 | 1784 | 1625
CON(C)c1nc(OCC#N)nc(N(C)C)n1 | 1831 | 1518
COc1ccc(NC(=O)/C(C#N)=C\c2ccc(OCc3ccc(C(=O)O)cc3)c(OC)c2)cc1 | 1698 | 1454
COc1ccc(C(CNC(=O)c2ccc(S(=O)(=O)N(C)C)cc2)N(C)C)cc1 (stereo unspecified) | 1879 | 1653
CCOc1ccc(CCNC(=O)c2oc3c(c2C)-c2[nH]ncc2CC3)cc1OCC | 1844 | 1521
CC(C)(C)C1CCc2c(sc(NC(=O)c3ccncc3)c2C(N)=O)C1 (stereo unspecified) | 1795 | 1663
Cc1ccc(Oc2ccc(C=O)cn2)cc1 | 2122 | 1601
Cc1ccnc(NC(=O)c2cccc([N+](=O)[O-])c2C)c1 | 1603 | 1724

A draw from above in order of number of heavy atoms, smallest number first.
mol | SRC1 TRFRET art | SRC3 TRFRET art
Cc1nc(CSc2ccccc2)cc(=O)[nH]1 | 1580 | 1628
CON(C)c1nc(OCC#N)nc(N(C)C)n1 | 1831 | 1518
COc1ccc(CCNC(=O)[C@@H](NC(N)=O)C(C)C)cc1 | 1666 | 1319
Cc1cccn2c(=O)c3cc(C(=O)N4COCC4(C)C)sc3nc12 | 1950 | 1653
CCOC(=O)NC(NCc1cccc(C(F)(F)F)c1)(C(F)(F)F)C(F)(F)F | 1502 | 1483
Cc1nc2c3ccccc3nc(NNC(=O)CCC(=O)NCCC(C)C)n2n1 | 1684 | 1514
CCc1cccc(CC)c1NC(=O)COC(=O)c1ccccc1-c1nc2ccccc2s1 | 1743 | 1418

Some of the entries so far, with each value named.
> CON(C)c1nc(OCC#N)nc(N(C)C)n1
  SRC1 TRFRET art: 1831 | SRC3 TRFRET art: 1518
> CN1/C(=C\C(=O)C[n+]2ccc3ccccc3c2)C(C)(C)c2ccccc21
  SRC1 TRFRET art: 1610 | SRC3 TRFRET art: 1522

Other entries follow:
mol | SRC1 TRFRET art | SRC3 TRFRET art
Cc1nn(CC2CC2)c(=O)n1-c1ccccc1F | 1920 | 1481
O=C(Nc1ncc(S(=O)(=O)c2ccc([N+](=O)[O-])cc2)s1)c1ccc2ccccc2c1 | 1926 | 1576
CCOC(=O)/C=c1\s/c(=C\c2ccccc2C)c(=O)n1CC(=O)NCc1ccc2c(c1)OCO2 | 1850 | 1610
O=C(Nc1nnc(C2=COCCO2)o1)c1ccc(Cc2ccccc2)cc1 | 1691 | 1594
O=C(CN1C(=O)NC(Cc2c[nH]c3ccccc23)C1=O)Nc1cccc(S(=O)(=O)N2CCCCCC2)c1 (stereo unspecified) | 1761 | 1630
Cc1ccc(C(=O)O/N=C/c2ccc3c(c2)OCO3)cc1 | 1906 | 1715
Cc1cc(-c2n[nH]c(=S)n2-c2ccccc2C)cs1 | 1838 | 1539
COc1ccc(NC(=S)NCCCN2CCN(C3CCCCC3)CC2)cc1 | 1981 | 1578
N#CCC(=O)NNC(=S)Nc1ccccc1C(F)(F)F | 1933 | 1587
Cc1cc([N+](=O)[O-])nn1CCCC(=O)Nc1sc2c(c1C(N)=O)CCCC2 | 1525 | 1588
CCOc1ccc2nc(/N=C/c3nc(-c4ccccc4)oc3O)sc2c1 | 1996 | 1647
O=C(Nc1ccc(F)cc1)Nc1nnc(-c2ccccc2)o1 | 1742 | 1364
CCOc1ccc(NS(=O)(=O)c2cc(NC(=O)CCC(=O)c3cccs3)ccc2Cl)cc1 | 1689 | 1678
CC(C)CC(=O)NC(=S)Nc1ccc(S(=O)(=O)N2CCN(C)CC2)cc1 | 1708 | 1516
CCC1=NN(C(=O)c2ccc(C)cc2)C(O)(c2ccc(Br)cc2)C1 (stereo unspecified) | 1561 | 1659
CC(=O)Oc1ccc(C(=O)Nc2cccc(C(=O)c3cccc(NC(=O)c4ccc(OC(C)=O)cc4)c3)c2)cc1 | 1686 | 1615
CCOc1ccc(/C=C/C(O)=C2/C(=O)N(C)C3(C)CC2c2ccccc2O3)cc1OC (stereo unspecified) | 1430 | 1564
O=C(CC1C(=O)NCCN1Cc1ccc(-c2ccccc2)cc1)NCc1ccncc1 (stereo unspecified) | 1862 | 1500
Cc1cc(NC(=O)CSc2nnc(-c3ccco3)n2CC2CCCO2)no1 (stereo unspecified) | 2003 | 1644
Cc1ccc(OCCN(C)C)c([N+](=O)[O-])c1 | 1571 | 1403
O=S(=O)(/N=C(/NNS(=O)(=O)c1ccccc1)c1ccccc1)c1ccccc1 | 1678 | 1438
O=C(Nc1cccc(-c2cn3ccccc3n2)c1)c1cccs1 | 1927 | 1797
Cc1ccc(Cl)cc1NC(=S)N(Cc1ccccc1)Cc1cccnc1 | 1704 | 1405
CCOC(=O)c1cc(C#N)c(=S)[nH]c1C | 1725 | 1612
O=C(Cn1cnc2ccccc21)c1ccc(Br)cc1 | 2004 | 1618
COc1ccc(C2CC(c3cccs3)=NN2C(=O)CSc2nc3c(cnn3-c3ccccc3)c(=O)[nH]2)cc1 (stereo unspecified) | 1836 | 1721
CC1(C)CC(=O)C/C(=N\NC(=O)C2C3CCCCC32)C1 (stereo unspecified) | 1713 | 1569
COc1ccccc1OCCn1cc(/C=C(\C#N)C(=O)NCc2cccs2)c2ccccc21 | 1745 | 1410
COCc1nnc(NC(=O)c2ccc(Cl)cc2[N+](=O)[O-])s1 | 1476 | 1440
Cc1ccc(-c2nc(C3CCN(S(=O)(=O)c4ccc(C(F)(F)F)cc4)CC3)no2)cc1 | 1794 | 1476
